High-throughput results (PubChem BioAssay)
ARNT TACC3 PPI: disruptors of human ARNT/TACC3 interaction | actives 0.66% (n = 390,000) | inhibition, % at 9.99 µM | AlphaScreen His-ARNT PAS-B/GST-TACC3 binding, luminescence; TACC3 fragment carries E629A point mutation | AID 623870;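 active means mean inhibition of replicates at least 50% and at least half of replicates each reaching 50%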;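 further: 0% = complete ARNT plus TACC3 wells and 100% = ARNT alone without TACC3; many hits fall short of the cut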
RAD54 branch: inhibitors of human RAD54 branch migration | RAD54 Holliday junction branch migration, FAM/BHQ fluorescence | inhibition, % at 10.4 µM | actives 0.14% (n = 360,000) | AID 602329;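 active means mean normalized replicate activity at least 40 and at least half of replicates scoring 40 or more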;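 further: 0% = median of neutral control wells and 100% = median of positive control wells; inhibitors cause a drop in the FAM fluorescence signal; in these data hits start at about 50%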
esBAF inh: SWI/SNF esBAF complex inhibition; mouse ES cells, Bmi1-luciferase knock-in reporter, 24 h; 100% = twice the neutral-well signal; reporter increase, % at 12.5 µM; actives 2% (n = 350,000); in the data active means activation above about 40%;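 further: 0% = median of the plate's neutral control wells and 100% = double that signal; a rise in the Bmi1 reporter signal indicates esBAF inhibition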
Xi reactivation: reactivates the inactive X chromosome in mouse fibroblasts; activation, % at 7.58 µM; AID 743238; actives 0.055% (n = 360,000); XiGFP mouse fibroblasts, % GFP-positive cells imaging, 3 d; cells co-treated with 5-aza-dC sensitizer; scaled so ellipticine positive control = 100%;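 active means mean normalized replicate activation at least 10% and every replicate at or above 10%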;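 further: 0% = median of on-plate neutral control wells and 100% = ellipticine 6 µM median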
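System: SV40-immortalized XiGFP fibroblast cells, line 68-5-11 / Incubation: 3-day compound exposure, then 15 min fixation at room temperature / Compound: single concentration per compound, delivered by pin transfer / Buffer or medium: DMEM plus 5-aza-dC sensitizer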
CFTR F508del cor: correctors of CFTR F508del function in bronchial epithelial cells. CFBE cells, YFP halide quenching; stimulated with forskolin plus potentiator P3; % fluorescence drop versus neutral controls. activity (quench increase), % at 7.58 µM. actives 0.36% (n = 350,000). AID 720511;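 active means mean added fluorescence quench of at least 8% versus neutral control, with both replicates also reaching 8%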;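 further: cells transiently co-express mutant CFTR-F508del with the halide-sensitive YFP; corrector assay measuring rescue of mutant channel to the surface after 24 h compound exposure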
ERAP1 inh: ERAP1 (human) enzyme inhibition; AID 652197; actives 0.15% (n = 340,000); inhibition, % at 10.7 µM; recombinant ERAP1, Leu-AMC fluorescence, 60 min; Q9NZ08;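 active means mean replicate inhibition of at least 30%, or all replicates individually reaching that 30% level; inactive means mean below 30% and not every replicate reaching it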;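 further: 0% = neutral control wells and 100% = L-leucinethiol positive control wells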
Target sequence (Q9NZ08 whole entry, looked up): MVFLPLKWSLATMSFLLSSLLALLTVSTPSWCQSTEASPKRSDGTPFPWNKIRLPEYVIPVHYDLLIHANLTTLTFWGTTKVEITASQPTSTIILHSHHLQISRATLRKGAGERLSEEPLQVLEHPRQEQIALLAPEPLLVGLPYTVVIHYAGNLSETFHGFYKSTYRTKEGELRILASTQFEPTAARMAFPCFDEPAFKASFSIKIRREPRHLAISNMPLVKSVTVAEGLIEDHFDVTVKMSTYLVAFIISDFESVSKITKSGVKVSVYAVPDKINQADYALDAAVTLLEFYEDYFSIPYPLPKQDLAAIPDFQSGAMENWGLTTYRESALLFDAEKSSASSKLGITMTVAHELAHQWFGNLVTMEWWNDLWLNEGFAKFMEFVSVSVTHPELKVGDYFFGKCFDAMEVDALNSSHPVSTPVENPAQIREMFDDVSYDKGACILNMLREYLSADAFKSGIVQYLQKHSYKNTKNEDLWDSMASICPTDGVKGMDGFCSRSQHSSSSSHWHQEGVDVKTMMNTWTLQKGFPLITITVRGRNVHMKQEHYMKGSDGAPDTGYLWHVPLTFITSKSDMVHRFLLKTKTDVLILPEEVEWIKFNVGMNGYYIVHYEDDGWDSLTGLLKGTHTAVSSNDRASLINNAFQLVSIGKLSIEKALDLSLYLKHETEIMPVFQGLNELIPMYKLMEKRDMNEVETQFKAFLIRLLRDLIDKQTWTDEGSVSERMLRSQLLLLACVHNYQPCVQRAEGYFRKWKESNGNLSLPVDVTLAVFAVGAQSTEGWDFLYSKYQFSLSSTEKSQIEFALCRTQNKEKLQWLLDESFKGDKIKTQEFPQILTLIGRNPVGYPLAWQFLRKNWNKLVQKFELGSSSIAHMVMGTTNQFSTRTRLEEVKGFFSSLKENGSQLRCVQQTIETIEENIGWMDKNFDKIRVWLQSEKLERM
RAD52 inh: blocks human RAD52 DNA annealing; P43351; recombinant RAD52 DNA annealing, FRET fluorescence; inhibition, % at 18.7 µM; actives 0.46% (n = 360,000);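 active means every replicate showing at least 50% inhibition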
GSIS activator: primary screen for activators of insulin secretion dependent on glucose, INS-1E cells, GLuc reporter luminescence; INS-1E GLuc reporter insulin secretion, 2-3 h; activation, % at 16.6 µM; actives 0.61% (n = 370,000); AID 743287;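 active means lowest replicate activation of at least 40%, so every replicate reaches that level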;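 further: 0% = median of neutral control wells and 100% = median of IBMX positive control wells; some compounds called inactive have numbers as strong as hits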
An asterisk follows results filed as active; / = not tested or not shown; & = joins results of further samples; ! = not confirmed by another sample.

smiles | ARNT TACC3 PPI | RAD54 branch | esBAF inh | Xi reactivation | CFTR F508del cor | ERAP1 inh | RAD52 inh | GSIS activator
CN(CCOc1ccccc1Cl)Cc1ccccc1 | -4.5 | 5.9 | 8.7 | 0.0 | -4.7 | 0.9 | -9.1 | 39.0
CCc1c(C)nc2ncnn2c1NC1CCCc2ccccc21 (stereo not given) | 4.6 | / | / | 0.2 | -0.3 | 4.1 | -20.4 | 15.9
COc1ccc(NC(=O)[C@H](C)NC(=O)[C@@H]2Cc3ccccc3CN2C(=O)OC(C)(C)C)cc1 | 19.8 | 5.2 | 9.7 | 0.0 | 0.4 | -7.5 | 13.5 | -29.8
CC(C)CC#Cc1ccc([C@H]2[C@@H](CO)N3C(=O)CN(C(=O)c4ccc5c(c4)OCO5)C[C@@H]23)cc1 | / | / | / | 0.5 | 3.9 | 2.1 | -14.9 | -21.7
CC(C)=CCN1CCC(n2nccc2NC(=O)c2ccccc2Cl)CC1 | / | 12.8 | -2.2 | 0.0 | -2.1 | 1.3 | -9.6 | 2.1
O=C(CSc1n[nH]c(-c2ccncc2)n1)Nc1ccc(F)cc1 | -1.1 | -4.4 | 14.3 | 0.4 | -0.5 | 1.9 | -4.9 | -14.4
O=C(OCc1cn([C@H]2CN(C(=O)C3CCCCC3)[C@@H](c3ccccc3)C[C@@H]2O)nn1)c1ccccc1 | / | 5.2 | 0.0 | 0.3 | -5.2 | -2.1 | -8.6 | -29.8
CC1CCCN(C(=S)Nc2ccc(S(=O)(=O)N3CCCCC3)cc2)C1 (stereo not given) | 2.8 | / | 7.3 | -0.1 | 0.0 | 3.8 | -4.6 | -15.9
O=C(NCC1CC1)c1ccc2c3n(nc2c1)-c1ccc(Cl)cc1CO3 | 2.4 | -4.2 | 43.8* | 0.2 | -1.2 | -1.2 | -12.2 | 8.2
O=C(C[C@@H]1C/C=C\C[C@H](NC(=O)OCC2c3ccccc3-c3ccccc32)C(=O)OC[C@@H]2CCCN2C1=O)N[C@@H](CO)Cc1ccccc1 | 13.9 | -3.1 | -6.9 | -0.3 | 0.9 | / | -10.1 | -6.0
COc1cccc(-c2ccc3c(c2)[C@H]2[C@H](CCN2S(=O)(=O)C2=NC(C)C=N2)[C@H](CO)N3C)c1 (stereo not given in full) | 14.7 | 1.9 | 1.9 | 0.0 | -0.7 | / | / | 6.9
CS(=O)(=O)c1ccccc1C(=O)N1CCN(S(=O)(=O)c2ccc(C3CCCCC3)cc2)CC1 | -0.7 | 1.8 | -6.0 | -0.7 | 1.0 | -0.6 | -6.5 | -58.5
COc1ccc(/C=C2\N=C(C)OC2=O)cc1OC(C)=O | -8.4 | -12.7 | -8.3 | 0.0 | -1.8 | 0.6 | 4.7 | 15.8
Cc1cccc(Nc2c([N+](=O)[O-])ccc3nonc23)c1 | -3.0 | / | -7.0 | 0.0 | 2.4 | -0.9 | -3.5 | 24.4
C/C(=N\NC(=O)c1ccco1)c1ccc(NC(=O)C(F)(F)F)cc1 | -1.5 | -9.2 | 26.6 | 0.0 | 3.1 | -1.0 | -8.0 | -1.2
C[C@H](CO)N1C[C@H](C)[C@@H](CN(C)Cc2ccc(-c3ccccc3)cc2)Oc2cc(C#C[C@@H](C)O)ccc2S1(=O)=O | 15.4 | 2.6 | -10.5 | -1.1 | 0.5 | 2.8 | -1.0 | -13.3
CCN(CC)S(=O)(=O)c1ccc(NC(=O)CCNC(=O)c2ccco2)cc1 | -4.3 | 15.6 | 4.2 | 0.0 | 3.7 | 12.4 | 16.5 | 24.7
CCOC(=O)C1CCN(C(=O)COC(=O)CNC(=O)c2ccc(OC)cc2)CC1 | -3.5 | -7.8 | 2.2 | 0.1 | -0.4 | 2.2 | -6.1 | -7.8
COc1ccc(NC(=O)N(C)C[C@@H]2Oc3ccc(NC(=O)NC4CCCCC4)cc3CC(=O)N([C@H](C)CO)C[C@@H]2C)cc1 | -4.1 | 7.5 | 6.1 | -1.3 | -1.8 | 0.3 | 10.2 | 1.6
CCNC(=S)Nc1cc(OC)c(NC(=O)c2ccco2)cc1OC | -0.8 | 6.9 | 3.4 | 0.0 | -0.9 | -1.6 | -6.0 | -2.5
CCC(=O)Nc1ccc2c(c1)OC[C@@H](C)N(C(=O)Cc1ccccn1)C[C@@H](C)[C@H](OC)CN(C)C2=O | -5.8 | 7.2 | 3.5 | 0.1 | 0.2 | 1.5 | -11.4 | 11.1
COc1ccc(-c2cnc3c(c2)C(=O)N([C@H](C)CO)C[C@H](C)[C@H](CN(C)C(=O)C2CC2)O3)cc1 | / | / | -4.9 | 0.2 | 1.4 | / | / | 0.2
COc1ccc(S(=O)(=O)Nc2cccc3c2O[C@@H](CN(C)Cc2ccc(C(=O)O)cc2)[C@H](C)CN([C@@H](C)CO)C3=O)cc1 | / | / | -0.5 | -0.1 | 3.8 | / | / | 12.2
COc1ccc(N2CC(O)=C(c3nc(-c4ccc(F)cc4)cs3)C2=N)cc1 | -2.3 | / | / | 0.1 | -3.5 | -5.0 | -3.8 | -9.9
Cc1ccccc1S(=O)(=O)N1[C@H](CO)[C@@H](c2ccc(C#CC3CC3)cc2)[C@@H]1C#N | -6.0 | -3.8 | 2.7 | 0.0 | 0.9 | -1.2 | -3.8 | 9.6

2 records drawn at random from the list so far, as already listed:
smiles | ARNT TACC3 PPI | RAD54 branch | esBAF inh | Xi reactivation | CFTR F508del cor | ERAP1 inh | RAD52 inh | GSIS activator
CCN(CC)S(=O)(=O)c1ccc(NC(=O)CCNC(=O)c2ccco2)cc1 | -4.3 | 15.6 | 4.2 | 0.0 | 3.7 | 12.4 | 16.5 | 24.7
COc1ccc(-c2cnc3c(c2)C(=O)N([C@H](C)CO)C[C@H](C)[C@H](CN(C)C(=O)C2CC2)O3)cc1 | / | / | -4.9 | 0.2 | 1.4 | / | / | 0.2

Other records follow.
smiles | ARNT TACC3 PPI | RAD54 branch | esBAF inh | Xi reactivation | CFTR F508del cor | ERAP1 inh | RAD52 inh | GSIS activator
O=C(CN1C(=O)NC2(CCCCCC2)C1=O)c1cccs1 | -16.7 | -5.0 | 4.7 | -0.1 | -3.0 | 1.4 | -0.3 | 8.5
COc1ccc(C(=O)NNC(=O)CCC(=O)Nc2ccc(C)cc2C)cc1 | -2.6 | -1.9 | 0.7 | -0.1 | -2.0 | -4.0 | -10.1 | -12.9
CC=Cc1ccc2n(c1=O)C[C@H]1[C@H](CO)[C@@H](C(=O)N3CCc4ccccc4C3)N(C(=O)CC)[C@@H]21 (mixture of isomers) | 1.1 | 2.5 | 3.7 | 0.3 | -2.0 | 0.9 | -4.8 | -1.0
C=CCC[C@H](Cc1ccc(F)cc1)C(=O)OC[C@@H](C)NC(=O)[C@@H](CC=C)CC(=O)N[C@@H](CO)Cc1ccccc1 | -0.3 | 2.7 | -8.1 | -0.1 | -2.0 | -2.7 | -19.2 | -32.4
O=C(C[C@@H]1C[C@@H]2c3cc(NC(=O)c4ccc5c(c4)OCO5)ccc3O[C@@H]2[C@H](CO)O1)NCC1CC1 | 5.8 | -7.1 | -3.2 | 0.2 | 1.5 | -0.5 | 0.8 | 31.9
COC(=O)c1ccccc1SCC(=O)Nc1ccc(N2CCOCC2)cc1 | 2.0 | 2.8 | / | 0.0 | 2.7 | -1.9 | -11.8 | -1.9
COc1ccc(CC(=O)Nc2ccc(S(=O)(=O)Nc3ncccn3)cc2)cc1OC | -4.8 | / | 8.7 | -0.1 | -2.1 | -0.9 | -16.0 | 2.4
COC(=O)CCN1CCN(S(=O)(=O)c2ccc3c(c2)OCCO3)CC1 | -3.5 | -3.8 | -0.5 | 0.5 | -0.7 | -1.6 | -11.5 | 4.8
CC(C)C(c1nnnn1C1CCCC1)N1CCN(C(=O)c2ccco2)CC1 (stereo not given) | / | / | -6.4 | / | -2.4 | -1.8 | -32.2 | 4.1
O=C(NCC1CCCC(CNC(=O)Nc2ccc(Cl)cn2)C1)Nc1ccc(Cl)cn1 (stereo not given) | 0.3 | / | 25.5 | -0.1 | 0.7 | 0.8 | -9.0 | -4.7
O=C(COC(=O)Cc1ccc(Cl)cc1Cl)NC1CC1 | -2.0 | -4.8 | -12.4 | 0.3 | -0.8 | -0.8 | 0.3 | -8.4
CCOC(=O)Cn1ccc2cc(S(=O)(=O)N3CCCC3)ccc21 | / | 5.8 | -8.2 | 0.0 | -2.8 | -1.8 | -9.6 | /
Cc1ccc(-c2nc3ccsc3c(=O)[nH]2)cc1 | -1.8 | -3.0 | 18.1 | 0.1 | 1.6 | -1.3 | -3.9 | 6.1
O=C(O)c1ccc(N2C(=O)c3cccnc3C2=O)cc1 | 32.8 | / | / | 0.0 | -1.7 | 0.3 | -32.9 | 7.8
CC(C)N=c1scc(-c2ccco2)n1/N=C/c1ccc(O)c(O)c1 | 26.8 | -0.7 | -82.1 | / | / | / | / | -1.7
Cc1ccc(S(=O)(=O)N2C[C@@H]3N[C@H](C2)C3c2ccc(-c3cccc(C#N)c3)cc2)cc1 (stereo not given in full) | / | / | / | 0.0&0.0 | -1.1&0.4 | -0.5&1.3 | 81.8*! | 18.8&0.8
CCOC(=O)NC(=S)c1ccc[nH]1 | -6.3 | 10.1 | 0.3 | 0.0 | -0.3 | 3.0 | -13.2 | 4.2
Cc1ccc(NC2CCCN(C(=O)CCC3(C)CC3)C2)cc1C (stereo not given) | 2.9 | -8.2 | -1.3 | 0.2 | -2.8 | 2.3 | -17.9 | -2.5
CCC(=O)Nc1ccc2c(c1)C(=O)N(C)C[C@@H](OC)[C@H](C)CN(C(=O)CN(C)C)[C@@H](C)CO2 | / | / | 2.5 | 0.3 | -0.2 | / | / | 14.1
COc1ccc(-c2ccc3n(c2=O)C[C@@H]2[C@@H](CO)[C@H](C(=O)N(C)C)[C@H]3N2Cc2cccnc2)cc1 | 17.9 | -9.8 | -5.2 | -0.1 | -2.1 | 1.0 | -1.0 | -0.5
O=c1cc(-c2ccco2)oc2ccccc12 | -1.2 | -0.3 | 16.3 | 0.4 | 0.7 | -8.9 | -8.9 | 52.5
COc1ccccc1-n1c(CNC(=O)c2ccccc2)nnc1SCC(=O)Nc1nnc(C)s1 | -0.7 | 3.3 | 3.0 | -0.1 | 2.1 | 2.1 | -2.2 | /
O=C(Nc1ccc(-c2cscn2)cc1)C1CCCN(Cc2ccccc2)C1 (stereo not given) | 2.6 | 4.6 | 14.8 | 0.2 | -1.7 | -29.4 | -36.9 | -7.3
CCCCCCn1c(Br)nc2c1c(=O)n(C)c(=O)n2C | 6.4 | / | / | 0.2 | -0.7 | -9.0 | -8.8 | -2.1
O=C1CCCN1CCCNC(=S)Nc1ccccc1Cl | -0.8 | -14.1 | 1.0 | 0.1 | -1.8 | 4.3 | -13.2 | 22.5
C[C@@H]1CN([C@@H](C)CO)C(=O)c2cc(N(C)C)ccc2O[C@@H](C)CCCCO[C@@H]1CN(C)S(C)(=O)=O | / | -7.1 | -2.5 | -0.5 | 1.6 | 3.7 | -29.8 | 13.0
N#C[C@H]1[C@H](c2ccccc2C2=CCCCC2)[C@@H](CO)N1S(=O)(=O)c1cccc(F)c1 | / | / | / | 0.2 | -1.3 | -2.1 | -10.0 | -9.3
CCN(C(=O)COC(=O)c1cc(OC)ccc1Br)C1CCS(=O)(=O)C1 (stereo not given) | 4.5 | 3.1 | -5.8 | 0.0 | 4.3 | -0.1 | -8.7 | 2.6

Look-ups from the list.
ERAP1 inh result of CCNC(=S)Nc1cc(OC)c(NC(=O)c2ccco2)cc1OC → -1.6
esBAF inh result of CC(C)N=c1scc(-c2ccco2)n1/N=C/c1ccc(O)c(O)c1 → -82.1
